Kir21 block – inhibitors of mouse Kir2.1 inward-rectifier potassium channel; P35561; HEK293-Kir2.1, FluxOR thallium flux fluorescence; active compounds read low; B-score at 10 µM; actives 0.85% (n = 310,000); AID 1672;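 active = fluorescence ratio B-score at or below minus 3 SD of library scores, with starting-brightness B-score within 2 SD, cut at about -4.2 in these data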;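 note: channel flux triggered by added potassium and thallium sulfate stimulus; B-score of peak minus minimum fluorescence over baseline after thallium stimulus; more negative B-score means stronger Kir2.1 block with less thallium influx; some compounds called inactive have numbers as strong as hits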
Target sequence (P35561 whole entry, looked up): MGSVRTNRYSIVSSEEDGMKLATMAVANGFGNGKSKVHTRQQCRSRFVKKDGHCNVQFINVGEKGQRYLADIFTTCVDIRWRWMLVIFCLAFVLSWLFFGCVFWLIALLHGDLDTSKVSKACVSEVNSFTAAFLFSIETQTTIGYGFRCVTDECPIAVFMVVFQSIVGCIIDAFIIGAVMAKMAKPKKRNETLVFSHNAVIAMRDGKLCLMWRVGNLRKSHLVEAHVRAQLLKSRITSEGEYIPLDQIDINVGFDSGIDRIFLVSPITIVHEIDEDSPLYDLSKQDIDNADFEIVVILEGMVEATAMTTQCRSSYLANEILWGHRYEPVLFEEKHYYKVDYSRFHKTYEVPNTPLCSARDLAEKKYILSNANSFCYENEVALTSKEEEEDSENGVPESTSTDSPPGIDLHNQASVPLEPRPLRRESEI
STK33 inh – inhibitors of human STK33 kinase | purified STK33, MBP phosphorylation, ADP-Glo luminescence | inhibition, % at 10 µM | actives 0.073% (n = 320,000);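 active = inhibition at or above 25%, using the most active replicate where run in duplicate; inactive = inhibition below 25%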
Target sequence (Q9BYT3 whole entry, looked up): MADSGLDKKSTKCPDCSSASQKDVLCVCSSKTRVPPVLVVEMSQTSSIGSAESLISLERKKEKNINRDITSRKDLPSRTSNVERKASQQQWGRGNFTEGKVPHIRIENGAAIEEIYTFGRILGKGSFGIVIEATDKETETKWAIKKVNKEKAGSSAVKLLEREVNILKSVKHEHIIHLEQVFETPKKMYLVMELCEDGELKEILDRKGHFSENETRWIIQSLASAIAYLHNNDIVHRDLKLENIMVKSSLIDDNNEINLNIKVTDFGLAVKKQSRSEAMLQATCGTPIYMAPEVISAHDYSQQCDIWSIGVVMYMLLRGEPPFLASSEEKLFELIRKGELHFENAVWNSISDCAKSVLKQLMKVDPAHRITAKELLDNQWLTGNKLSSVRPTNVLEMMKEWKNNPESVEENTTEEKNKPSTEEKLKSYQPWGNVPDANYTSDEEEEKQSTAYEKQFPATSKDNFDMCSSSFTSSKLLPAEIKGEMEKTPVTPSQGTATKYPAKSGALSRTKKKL
The depositor's hits bear a star; · = no result given.

SMILES | Kir21 block | STK33 inh
COc1cc(Br)ccc1NC(=O)c1ccccc1-c1ccccc1C(=O)O | -0.13 | -9.0
O=C(O)C/C(=C\c1cc(Br)cs1)c1nc2ccccc2o1 | 0.02 | -1.2
CCN1CCN(CCCNC(=O)CNC(=O)c2nn(-c3ccc(OC)cc3)c(=O)c3ccccc23)CC1 | -0.13 | 0.6
N#Cc1c(-c2ccc(Cl)cc2)ccn2nc(C3CCCCC3)nc12 | 0.78 | -2.4
CC(=O)c1c(C)[nH]c(C(=O)OCc2cccc(C)c2)c1C | -1.2 | 1.4
CN1CCN(C(c2ccc(C(F)(F)F)cc2)c2ccc3cccnc3c2O)CC1 (stereo not drawn) | -0.44 | -1.1
O=C(COC(=O)C1CCCC1)Nc1ncc(Cl)cc1Cl | -0.25 | -0.4
CSc1cccc(NC(=O)CN(C)S(=O)(=O)c2ccc(C)cc2)c1 | -2.4 | -0.8
COC(=O)c1ccc(C)c(NC(=O)C2CC(=O)N(C3CCCC(C)C3C)C2)c1 (stereo not drawn) | · | 0.5
Cc1[nH]nc2c1C(c1cn[nH]c1-c1ccc(F)cc1)C(C#N)=C(N)O2 (stereo not drawn) | -0.63 | -0.2
CCNC(=S)N1CCN(CC(=O)Nc2ccc(Br)cc2)CC1 | 0.34 | -1.0
CCc1ccc(/C=C2\SC(=S)N(CCCC(=O)Nc3ccccc3C(=O)O)C2=O)cc1 | 1.1 | -2.2
CCc1cccc(CC)c1NC(=S)Nc1ccc2cn[nH]c2c1 | -0.68 | 25
NCCCn1c(C(=O)c2cc(Cl)c(N)c(Cl)c2)c2ccccc2[n+]1[O-] | -0.12 | 0.0
O=C(OCc1nnc(-c2ccccc2)o1)c1cn(-c2ccccc2)nc1-c1ccccc1 | 1.8 | 0.0
CNC(=O)c1sc(-c2cccnc2)nc1C | 0.28 | 0.3
O=C(O)c1ccccc1-c1cc2ccccc2[nH]1 | 0.03 | -1.7
COc1cc(OC)c2c(-c3ccccc3)cc(=O)oc2c1C(CCN1CCCC1)c1ccc2c(c1)OCO2 (stereo not drawn) | -3.3 | 1.6
N#Cc1c(SCc2ccc(Cl)cc2)sc(C(=O)c2ccccc2)c1N | 1.8 | -0.3
O=[N+]([O-])c1ccccc1N/N=C/c1ccc2c(c1)OCO2 | -0.01 | ·

Gathered by group, those above containing a cyano group.
SMILES | Kir21 block | STK33 inh
N#Cc1c(-c2ccc(Cl)cc2)ccn2nc(C3CCCCC3)nc12 | 0.78 | -2.4
Cc1[nH]nc2c1C(c1cn[nH]c1-c1ccc(F)cc1)C(C#N)=C(N)O2 (stereo not drawn) | -0.63 | -0.2
N#Cc1c(SCc2ccc(Cl)cc2)sc(C(=O)c2ccccc2)c1N | 1.8 | -0.3

Next results
SMILES | Kir21 block | STK33 inh
Cc1occc1C(=O)Nc1ccccc1NC(=O)c1ccoc1C | 1.3 | 1.7
CC(=O)Nc1ccc(S(=O)(=O)Nc2nc3ccccc3s2)cc1 | -1.4 | -1.1
Cc1ccc(C(=O)NC2CCN(CC(=O)Nc3cccc([N+](=O)[O-])c3)CC2)cc1 | -0.29 | -0.7
O=C(N/N=C/C=C\c1ccccc1[N+](=O)[O-])c1cc(-c2ccccc2)nc2ccccc12 | -1.1 | 0.4
Cc1nc2ccccc2n1CC(=O)c1ccccc1 | 2.4 | 0.4
CC(=O)c1c2c3c(cccc3n(C)c1=O)C(=O)c1ccccc1-2 | -0.02 | 1.7
Cc1cc(=O)n2nc(-c3ccccc3)sc2n1 | 1.2 | -0.2
COc1cc(/C=N\N=C2/SC(CC(=O)O)C(=O)N2c2ccc(O)cc2)ccc1O (stereo not drawn) | 0.26 | 0.5
CC(C)(C)OC(=O)N[C@@H](Cc1ccccc1)C(=O)N1CCC(C(=O)N[C@@H](CCC(N)=O)C(=O)O)CC1 | -1.4 | 0.8
Cc1ccc(NC(=O)CSc2nnnn2C2CCCC2)cc1S(=O)(=O)N1CCOCC1 | · | -0.7
COc1ccc(C2/C=C\CN(C(=O)C3CCCC3)[C@H](Cc3ccccc3)C(=O)N2Cc2ccc(F)cc2)cc1 (stereo partly drawn) | -0.55 | -0.1
COCCN=c1scc(-c2ccc3c(c2)NC(=O)CO3)n1/N=C(\C)c1ccc(O)cc1 | -1.3 | -1.3
O=C(CCN1CCN(Cc2ccccc2)CC1)NNC(=O)Nc1cccc(C(F)(F)F)c1 | -1.1 | -1.7
CN1CCN(c2nc3c(c(=O)n(C)c(=O)n3C)n2CCSc2nc3ccccc3s2)CC1 | · | 0.4
O=C(CNCC1CCCO1)Nc1ccccc1N1CCCCCC1 (stereo not drawn) | -2.5 | -0.8
CC(NC(=O)Nc1ccc(F)cc1)C(c1cccs1)N1CCCC1 (stereo not drawn) | -0.01 | ·
CC(C)c1ccc([N+](=O)[O-])cc1S(=O)(=O)N1CCN(C)CC1 | -0.78 | -0.5
CC1=C(C)C(C)=C(C#N)C(=C(C#N)C#N)N1 | 0.04 | -0.1
Cn1c(=O)[nH]c(=O)c2c1nc(N1CCN(CCO)CC1)n2Cc1ccccc1 | -1.9 | -1.1
COc1ccc(CN2CC(C(=O)NCCCN3CCN(C)CC3)CC2=O)cc1 (stereo not drawn) | 0.64 | -0.1

Four entries from above, reformatted:
Cc1ccc(C(=O)NC2CCN(CC(=O)Nc3cccc([N+](=O)[O-])c3)CC2)cc1
  Kir21 block: -0.29
  STK33 inh: -0.7

O=C(N/N=C/C=C\c1ccccc1[N+](=O)[O-])c1cc(-c2ccccc2)nc2ccccc12
  Kir21 block: -1.1
  STK33 inh: 0.4

Cc1nc2ccccc2n1CC(=O)c1ccccc1
  Kir21 block: 2.4
  STK33 inh: 0.4

CC(=O)c1c2c3c(cccc3n(C)c1=O)C(=O)c1ccccc1-2
  Kir21 block: -0.02
  STK33 inh: 1.7

New compounds follow
SMILES | Kir21 block | STK33 inh
COc1ccc(C(=O)N[C@H](C(=O)OCc2cc(=O)oc3cc(C)ccc23)C(C)C)cc1 | 0.05 | -1.3
CCCCn1c(N)c(N(CC(C)C)C(=O)c2ccc(-c3ccc(Cl)cc3)o2)c(=O)[nH]c1=O | · | -0.4
CCc1cc(=O)oc2cc(C)cc(OCC(=O)NCc3ccncc3)c12 | -2 | -2.3
Cc1cc2c(=O)n(C)c(SCC(=O)Nc3ccccc3)nc2s1 | 0.08 | 1.4
Cc1nnsc1-c1onc(C)c1C(=O)Nc1cc(Cl)cc(Cl)c1 | -1.7 | -1.6
Cc1nc2c(-c3ccc(F)cc3)c(C)nn2c(C)c1CCC(=O)N1CCOCC1 | -1.5 | -0.4
CC1CC(NC2=NCCS2)CC(C)(C)C1 (stereo not drawn) | -1.3 | -0.6
CC12CCC(=O)N1C(C(=O)NCCc1ccc(F)cc1)CS2 (stereo not drawn) | 0.8 | -1.2
CC(C(=O)Nc1ccc([N+](=O)[O-])cc1)N1CCN(C/C=C/c2ccccc2)CC1 (stereo not drawn) | -1.7 | -0.9
COc1ccc(-c2cc(C(=O)NCC3CCCO3)on2)cc1OC (stereo not drawn) | -0.89 | -0.5
CS(=O)(=O)c1ccc(C(=O)Nc2ccccc2N2CCOCC2)c(Cl)c1 | -0.1 | -2.2
O=C(CSc1ccc(-c2ccccn2)nn1)Nc1ccccc1 | -0.27 | -1.8
Cc1cc(Cl)c(S(=O)(=O)NCCC(=O)O)cc1OCC(N)=O | 0 | 0.6
CC1CCCN(C(=O)COc2ccc3c(c2)OCO3)C1 (stereo not drawn) | -0.18 | 1.0
Cn1nnnc1SCC(=O)Nc1nc2c(F)c(F)c(F)cc2s1 | · | -0.2
CCCCSc1nc(O)c(C2OC(=O)c3c2ccc(OC)c3OC)c(=O)n1-c1ccccc1 (stereo not drawn) | 1.7 | 0.4
C=C(C)CSc1nc2c(cc1C#N)CCC2 | -0.35 | 1.1
COC(C[C@H](O)C[C@@H](O)[C@@H](C)OCc1ccccc1)OC | 0.04 | ·
Cc1cc(C)nc(NS(=O)(=O)c2ccc(-n3cccc3)cc2)n1 | -0.97 | 0.6
CCSc1nnc(NC(=O)CSC2=NCCS2)s1 | 0.35 | 1.3
O=C(Nc1cccnc1)c1ccc(COc2ccccc2Cl)o1 | -0.28 | 1.4
CCCN1CCN(c2nc3c([nH]2)c(=N)ncn3CC(O)CO)CC1 (stereo not drawn) | -0.23 | -2.5
COc1cc2c(cc1OC)/C(=C/C(=O)c1ccc(NC(C)=O)cc1)NCC2 | 0.76 | 1.0
NS(=O)(=O)c1cccc(NC(=O)CSc2ccccn2)c1 | -2.4 | 0.6
COCCOC(=O)c1[nH]c2c(c1C)C(=O)CC(c1cccs1)C2 (stereo not drawn) | -0.01 | ·
CC(C)(C)NC(=O)CN(Cc1ccc2c(c1)OCO2)C(=O)CNC(=O)c1cccs1 | 0.49 | 0.6
CN(C)c1ccc(/C=C(/NC(=O)c2ccccc2)C(=O)NCCCn2ccnc2)cc1 | 0.46 | -1.0
COC(=O)C1Cc2ccccc2CN1C(=O)CCl (stereo not drawn) | 0.46 | -1.1
CCc1ccn2cc(-c3ccc4c(c3)OCO4)nc2c1 | 1.9 | 4.2
CC(=O)c1ccc(S(=O)(=O)N2CCN(C(=O)c3ccccc3Cc3ccccc3)CC2)cc1 | 1.4 | ·
Cc1ccc(NC(=O)c2cc(=O)c3ccccc3o2)cc1S(=O)(=O)N1CCCCC1 | 0.63 | -2.2
COc1ccc(NC(=O)/C(C#N)=C/c2cccnc2)c(OC)c1 | -0.8 | -0.3
CC(C)(C)C(=O)Nc1sc2c(c1C(=O)Nc1ccccn1)CCCC2 | 1.1 | -1.5
O=[N+]([O-])c1ccc(Sc2nc3ccccc3o2)c([N+](=O)[O-])c1 | 1.3 | 4.1
N#CC1=C2SCN(c3ccccc3)CN2C(=O)CC1c1c(Cl)cccc1Cl (stereo not drawn) | -0.24 | -0.3
COc1ccccc1N/N=C(\C#N)C(=N)N1CCOCC1 | -0.53 | -0.7
NC(=O)c1ccc(NC(=O)COc2ccc([N+](=O)[O-])cc2Cl)cc1 | -0.29 | 0.4
CCOC(=O)N1CCN(S(=O)(=O)c2ccc(OCC)c3ccccc23)CC1 | -0.91 | 0.5
Nc1nc2ccccc2n1C(=O)c1ccco1 | 1.5 | ·
COC(=O)CNc1nc(-c2ccccc2F)nc2ccccc12 | 0 | 1.1
COc1cccc(/C=C/C(=O)OCC(=O)NC2CC2)c1 | · | 1.2
O=C(NCc1ccccc1)C(=O)Nc1nccs1 | -0.44 | 0.9
c1cc2c3c(cccc3c1)NC1(CCCCCC1)N2 | 0.3 | 0.5
CSc1ccc(S(=O)(=O)NCC(=O)OCC(=O)N(C)Cc2ccccc2)cc1[N+](=O)[O-] | -0.49 | 1.5
CCN1C=C(Cc2cccs2)C2=C(C1)C(c1cccs1)C(C#N)=C(N)O2 (stereo not drawn) | -0.02 | -1.5
CCN(CC)CCC(c1ccc2c(c1)OCO2)c1c(OC)cc(OC)c2ccc(=O)oc12 (stereo not drawn) | -0.13 | -2.3
O=C(Nc1ccccc1)C1=C(O)CC(c2ccco2)CC1=Nc1ccccc1 (stereo not drawn) | 0.05 | 1.1
Cc1ccc(-c2n[nH]c(=S)n2/N=C/c2cccn2C)cc1 | 0.29 | -0.4
Cc1cc(NCCN2CCOCC2)n2c(nc3ccccc32)c1C#N | 2.1 | 0.2
CC(NC(=O)C1CCN(S(=O)(=O)N2CCC3(CC2)OCCO3)CC1)c1ccccc1 (stereo not drawn) | -0.04 | -1.6
Following part.
SMILES | Kir21 block | STK33 inh
CC(=O)Nc1ccc(S(=O)(=O)N2CCC(C(=O)NCCC(=O)Nc3nccs3)CC2)cc1 | 0.12 | -1.3
COc1ccc(-n2c(=O)[nH]c3c(C(N)=O)nc(C4CCCCC4)nc32)cc1 | 1.4 | -0.9
O=C(NCc1ccc2c(c1)OCO2)c1ccc(S(=O)(=O)N2CCOCC2)cc1 | 0.13 | -0.8
CN(C)C=Nc1ncc2c([nH]c3ccccc32)c1C#N | -0.06 | 4.0
Cc1c(C(=O)Nc2ccccc2)csc1-c1ccccc1 | -1.4 | -0.7
O=C(O)C1CCN(c2ccc(Cl)nn2)CC1 | 1.4 | 1.7
CCN1CCN(C(=O)/C(=C/c2cccs2)NC(=O)c2ccc(C)c(C)c2)CC1 | -1.2 | -1.4
C=CCOC(=O)C1=C(C)NC(C)=C(C(=O)OCC=C)C1c1ccco1 | -0.41 | -0.9
C=CCOc1cccc(C2C(C(=O)c3cccs3)=C(O)C(=O)N2Cc2cccnc2)c1 (stereo not drawn) | 0.95 | -0.9
Cc1ccccc1-n1c(C)c(C#N)c(=O)c(-[n+]2ccccc2)c1[S-] | 1.9 | -0.9

Reformatted with the structure last: part of the list above.
Kir21 block | STK33 inh | smiles
-1.7 | -1.6 | Cc1nnsc1-c1onc(C)c1C(=O)Nc1cc(Cl)cc(Cl)c1
-1.5 | -0.4 | Cc1nc2c(-c3ccc(F)cc3)c(C)nn2c(C)c1CCC(=O)N1CCOCC1

Carrying on.
SMILES | Kir21 block | STK33 inh
Cc1cc(CN2CCCC(CNC(=O)c3ccc(F)cc3)C2)cc(C)c1O (stereo not drawn) | 0.67 | -0.4
CC1Sc2ccc(S(=O)(=O)CCC(=O)N3CCCCC3)cc2NC1=O (stereo not drawn) | 0.83 | -0.9
O=C(COc1ccc(-n2cnnn2)cc1)Nc1ccc(Br)cc1F | · | -0.1
O=C(Nc1ccc(F)c(Cl)c1)C1CCCN(c2cnccn2)C1 (stereo not drawn) | -1 | -2.2
O=C(CCS(=O)(=O)c1ccccc1Cl)NCc1ccc(F)cc1 | 0.66 | -1.8
COc1ccc(OC)c(/C=N/NC(=O)C(O)c2ccccc2)c1 (stereo not drawn) | 2.3 | -1.0
COc1cccc(NC(=O)CN(C)C(=O)CCNC(=O)c2ccc(Br)cc2)c1 | 2.1 | -0.8
